GPR151 ag – activators of human GPR151; Q8TDV0; activation, % at 11.2 µM; PathHunter beta-arrestin GPR151 cells, luminescence; 1% of 650,000 active; in the data active = activation above about 4.9%;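 note: 0% = median of compound wells and 100% = cells with positive control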
Target sequence (Q8TDV0 whole entry, looked up): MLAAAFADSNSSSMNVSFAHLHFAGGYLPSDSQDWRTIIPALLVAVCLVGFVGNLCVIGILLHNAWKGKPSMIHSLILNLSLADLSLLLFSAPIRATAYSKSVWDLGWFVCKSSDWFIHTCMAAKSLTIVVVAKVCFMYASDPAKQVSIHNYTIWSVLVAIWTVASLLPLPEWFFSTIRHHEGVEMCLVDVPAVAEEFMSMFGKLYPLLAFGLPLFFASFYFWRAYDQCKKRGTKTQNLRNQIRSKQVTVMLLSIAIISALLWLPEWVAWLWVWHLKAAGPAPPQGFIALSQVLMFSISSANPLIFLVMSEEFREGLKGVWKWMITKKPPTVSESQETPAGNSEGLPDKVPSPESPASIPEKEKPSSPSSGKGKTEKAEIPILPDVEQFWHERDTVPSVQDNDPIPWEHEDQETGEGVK
TEAD-YAP inh – TEAD-YAP interaction inhibition | HEK-TIYL cells, TEAD-Gal4/YAP UAS-luciferase luminescence | inhibition, % at 9.12 µM | 1.4% of 640,000 active | AID 1259422; in the data active = inhibition above about 32%;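 note: 0% = median of test compound wells and 100% = reference inhibitor wells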
FBW7 activator – activators of human E3 ligase FBW7; normalized activity (activation), % at 26.1 µM; Q969H0; AlphaScreen FBW7–phospho-cyclin E peptide binding, activator screen; 0.13% of 650,000 active; in the data active = normalized activity above about 1.9%;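 note: purified mutant Fbw7 with reduced substrate affinity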
MITF inh – inhibitors of human MITF; O75030; AlphaScreen MITF homodimerization, bead proximity signal; inhibition, % at 2.6 µM; 0.91% of 650,000 active; in the data active = inhibition above about 50%;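 note: 0% = vehicle wells with protein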
Target sequence (O75030 whole entry, looked up): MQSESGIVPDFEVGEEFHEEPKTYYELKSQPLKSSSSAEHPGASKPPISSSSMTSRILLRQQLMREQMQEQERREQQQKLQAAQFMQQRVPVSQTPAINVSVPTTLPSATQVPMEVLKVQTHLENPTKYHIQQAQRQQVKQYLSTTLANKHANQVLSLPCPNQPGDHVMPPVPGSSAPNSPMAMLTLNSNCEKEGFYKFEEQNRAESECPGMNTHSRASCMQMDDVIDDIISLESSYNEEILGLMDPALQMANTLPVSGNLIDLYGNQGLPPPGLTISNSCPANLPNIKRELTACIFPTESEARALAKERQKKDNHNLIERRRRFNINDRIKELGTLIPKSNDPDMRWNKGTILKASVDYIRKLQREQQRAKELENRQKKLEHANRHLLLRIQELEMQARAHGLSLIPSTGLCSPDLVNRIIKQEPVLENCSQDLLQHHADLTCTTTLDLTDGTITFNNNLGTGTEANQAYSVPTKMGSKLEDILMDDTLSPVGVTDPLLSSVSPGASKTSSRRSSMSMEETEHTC
Starred values were filed as active, the others as inactive; / = not tested or not shown.

SMILES	GPR151 ag	TEAD-YAP inh	FBW7 activator	MITF inh
COc1ccc(N2CCN(c3cc(NCCO)c([N+](=O)[O-])c4nonc34)CC2)cc1	-0.6	6	-0.1	9
CCOC(=O)C1=C(C)N=c2s/c(=C\c3ccc(-c4ccc(Cl)c(C(=O)O)c4)o3)c(=O)n2C1c1ccc(OC)cc1 (centres undefined)	-0.8	-10	0.1	9
CCc1ccc(OCC(=O)Nc2ccc(S(N)(=O)=O)cc2)c(Br)c1	1.0	-1	-0.3	-3
Cc1cc(=O)nc2c3ccccc3n(C(C)C(=O)Nc3ccc4c(c3)OCCO4)n12 (centres undefined)	1.1	-8	0.0	-5
COCCCNC(=O)CCN(Cc1c(Cl)cccc1Cl)S(=O)(=O)c1ccc(C)cc1	-0.5	4	0.0	0
CCCNC(=O)Cn1cnc2sc(C(=O)Nc3ccc(F)c(Cl)c3)c(C)c2c1=O	1.5	-1	-0.1	-4
CCN(CC)S(=O)(=O)c1ccc(C(=O)OCC(=O)OC(C)(C)C)cc1	-0.9	8	0.0	1
O=C(NCCc1c[nH]c2ccccc12)c1cc2n(n1)C(C(F)(F)F)CC(c1ccc(Cl)cc1)N2 (centres undefined)	1.5	-1	-0.1	10
CC(=O)C(C)Oc1ccc2ccc(=O)oc2c1 (centres undefined)	1.0	3	0.1	5
Cc1cc(C)c(S(=O)(=O)/N=C2\C=CC(=O)C(Br)=C2)c(C)c1	0.3	7	0.2	28
COCCN(C(=O)c1ccno1)c1nnc(C2CCOC2)s1 (centres undefined)	0.8	-1	0.0	12
COc1ccc(C2C(C(=O)OCC(C)C)=C(C)Nc3c2c(=O)n(C)c(=O)n3C)cc1 (centres undefined)	-0.7	-8	-0.1	-3
Nc1ccc(NS(=O)(=O)c2ccc(F)cc2)cc1	0.2	-7	0.5	4
CCOc1ccccc1C(=O)Nc1sc(C)c(CC)c1C(=O)OC	-0.6	15	1.8	8
Cn1c(=N)c(C#N)cc2c(=O)n3ccccc3nc21	-1.2	-1	0.1	13
OC[C@H]1O[C@@H](n2cnc3c(NC4CCCC4)ncnc32)[C@@H](O)C1O (some centres undefined)	-0.3	/	-0.1	7
CC(C)Cn1c(=O)[nH]c2nc(-c3cccnc3)cnc21	-0.4	-3	0.2	19
Cc1cc([N+](=O)[O-])ccc1-c1ccc(/C=C(\C#N)C(N)=O)o1	1.1	11	0.0	15
CC(C)(C)NS(=O)(=O)c1ccc(CCC(=O)Nc2ccc3c(c2)OCO3)cc1	0.6	-1	0.2	-9
COc1ccc(Br)cc1C1=N/C(=C\c2ccc3c(c2)OCO3)C(=O)O1	-0.4	-6	0.1	7
O=C1C2C3C=CC(C4CC34)C2C(=O)N1c1ccc(I)cc1 (centres undefined)	-1.4	-12	0.1	-2
COCCCNC(=O)c1cn(C2CCCCC2)c(=O)c2c1c1ccccc1n2C	-0.7	4	0.0	2
CCC(C)(CC(=O)O)CC(=O)N1CCC(c2nc(-c3ccccc3)c3ccccn23)CC1 (centres undefined)	0.2	8	-0.3	13
CCCn1cc(S(=O)(=O)c2ccc(C)cc2)c(=O)c2cc(OC)c(OC)cc21	-0.1	-9	-0.1	8

Gathered by group, the entries above containing an aryl methoxy group (five)
SMILES	GPR151 ag	TEAD-YAP inh	FBW7 activator	MITF inh
COc1ccc(N2CCN(c3cc(NCCO)c([N+](=O)[O-])c4nonc34)CC2)cc1	-0.6	6	-0.1	9
CCOC(=O)C1=C(C)N=c2s/c(=C\c3ccc(-c4ccc(Cl)c(C(=O)O)c4)o3)c(=O)n2C1c1ccc(OC)cc1 (centres undefined)	-0.8	-10	0.1	9
COc1ccc(C2C(C(=O)OCC(C)C)=C(C)Nc3c2c(=O)n(C)c(=O)n3C)cc1 (centres undefined)	-0.7	-8	-0.1	-3
COc1ccc(Br)cc1C1=N/C(=C\c2ccc3c(c2)OCO3)C(=O)O1	-0.4	-6	0.1	7
CCCn1cc(S(=O)(=O)c2ccc(C)cc2)c(=O)c2cc(OC)c(OC)cc21	-0.1	-9	-0.1	8

Structures listed so far containing bromine:
SMILES	GPR151 ag	TEAD-YAP inh	FBW7 activator	MITF inh
CCc1ccc(OCC(=O)Nc2ccc(S(N)(=O)=O)cc2)c(Br)c1	1.0	-1	-0.3	-3
Cc1cc(C)c(S(=O)(=O)/N=C2\C=CC(=O)C(Br)=C2)c(C)c1	0.3	7	0.2	28
COc1ccc(Br)cc1C1=N/C(=C\c2ccc3c(c2)OCO3)C(=O)O1	-0.4	-6	0.1	7

The listing continues:
SMILES	GPR151 ag	TEAD-YAP inh	FBW7 activator	MITF inh
O=C1NCCc2c1[nH]c1c(Cl)ccc(Cl)c21	-1.0	17	0.1	-16
CCOC(=O)N1CCC(NC(=O)CCc2c(C)nc3c(c(C)nn3C(C)(C)C)c2C)CC1	-1.3	6	1.6	23
NC(=O)c1ccc(NC(=O)COC(=O)c2cc([N+](=O)[O-])ccc2Cl)cc1	-0.6	18	0.1	2
COc1ccc(-c2csc(NS(=O)(=O)c3ccc(F)c(F)c3F)n2)cc1	-1.6	-22	-0.1	-5
O=C(OCC(=O)c1ccc(Cl)s1)c1cc[n+]([O-])cc1	0.4	1	0.0	-3
Cc1cc(C)c(S(=O)(=O)Nc2c(C)n(C)n(-c3ccccc3)c2=O)cc1[N+](=O)[O-]	0.2	-1	0.1	11
COc1cccc(C(=O)CSc2ncnc3ccccc23)c1	2.5	-40	-0.2	2
CC1CCCCN1C(=O)Cc1ccc(Cl)cc1 (centres undefined)	0.5	-16	0.4	20
COc1ccc(NC(=O)Cn2nc(-c3ccc(C)cc3)c3ccccc3c2=O)cc1	-0.5	16	0.1	16
Cc1ccccc1NC(=O)CSc1nc(-c2ccc(Br)cc2)cc(-c2ccccc2)c1C#N	-1.2	-8	-0.1	11
Cc1ccnc(NS(=O)(=O)c2ccc(NC(=O)c3ccc4c(c3)CCCC4)cc2)n1	-1.5	-2	-0.3	-1
COc1ccc(C(=O)COC(=O)c2cc(C)nc3ccc(C)cc23)cc1[N+](=O)[O-]	2.3	13	0.3	1

Reformatted: 2 of the compounds above
smiles,GPR151 ag,TEAD-YAP inh,FBW7 activator,MITF inh
Cc1ccccc1NC(=O)CSc1nc(-c2ccc(Br)cc2)cc(-c2ccccc2)c1C#N,-1.2,-8,-0.1,11
COc1cccc(C(=O)CSc2ncnc3ccccc23)c1,2.5,-40,-0.2,2

The list continues.
SMILES	GPR151 ag	TEAD-YAP inh	FBW7 activator	MITF inh
COc1ccc(N2C(=O)NC(=O)/C(=C\c3ccc(O)c(Cl)c3)C2=O)cc1	-0.6	3	-0.1	-7
CCOC(=O)N1CCC(NC(=O)C2CC23CCN(CCc2ccccc2)CC3)CC1 (centres undefined)	-1.0	7	0.0	27
CCOC(=O)c1nn(-c2ccc(Br)cc2)cc1O	2.6	-37	-0.2	-14
CCC(C)N1C(=O)S/C(=C/c2cc(C)n(-c3ccccn3)c2C)C1=O (centres undefined)	2.1	41*	-0.1	7
CCCNC(=O)N1CCC(Cc2cccc(C(F)(F)F)c2)(C(=O)OCC)CC1	-1.3	1	-0.1	8
O=C(Cc1noc2ccccc12)N1CCN(c2ccc(-c3ccccn3)nn2)CC1	-2.6	21	-1.5	126*
CCOC(=O)N1CCN(c2c(NCCN3CCCC3)c(=O)c2=O)CC1	5.5*	-6	-0.1	1
COc1cc(/C=C2/C(=O)NC(=O)N(c3ccc(C)c(Cl)c3)C2=O)cc(OC)c1O	0.3	9	-0.2	-5
C#CC1(O)CCN(C(C)(C)C)CC1C (centres undefined)	2.4	1	0.1	2
CC1CCCCC1NC(=O)C1CCCN(c2nnc(-n3cccc3)s2)C1 (centres undefined)	1.3	-6	0.1	4
COc1ccc(C(=O)COc2cc3c(C(=O)OC(C)C)c(C)oc3cc2Br)cc1	-1.0	-2	0.2	8
N#Cc1cc2[nH]c3ccccc3c2[n+](-c2ccc([N+](=O)[O-])cc2)c1N	-1.9	2	0.0	11

Random excerpt: six compounds from above.
SMILES	GPR151 ag	TEAD-YAP inh	FBW7 activator	MITF inh
COc1ccc(C(=O)COc2cc3c(C(=O)OC(C)C)c(C)oc3cc2Br)cc1	-1.0	-2	0.2	8
COc1cc(/C=C2/C(=O)NC(=O)N(c3ccc(C)c(Cl)c3)C2=O)cc(OC)c1O	0.3	9	-0.2	-5
CCCNC(=O)N1CCC(Cc2cccc(C(F)(F)F)c2)(C(=O)OCC)CC1	-1.3	1	-0.1	8
CC1CCCCC1NC(=O)C1CCCN(c2nnc(-n3cccc3)s2)C1 (centres undefined)	1.3	-6	0.1	4
CCOC(=O)c1nn(-c2ccc(Br)cc2)cc1O	2.6	-37	-0.2	-14
N#Cc1cc2[nH]c3ccccc3c2[n+](-c2ccc([N+](=O)[O-])cc2)c1N	-1.9	2	0.0	11

Carrying on:
SMILES	GPR151 ag	TEAD-YAP inh	FBW7 activator	MITF inh
C=CCNCCCOc1ccccc1C(C)CC (centres undefined)	-0.1	2	-0.1	-4
COc1ccc(NC(=O)c2ccc(NN3C(=O)c4ccccc4C3=O)c([N+](=O)[O-])c2)cc1	-0.1	0	0.0	3
COc1ccc(C2NC(=O)NC(C)=C2C(=O)OC(C)C(C)(C)C)cc1 (centres undefined)	-0.6	15	0.6	8
COc1cc(/C=N/NC(=O)c2ccccn2)ccc1OC(C)=O	-1.9	-51	0.0	6
O=C(NCc1ccncc1)C(=O)NCc1cccnc1	-0.5	4	0.4	12
O=C(Cn1cncn1)NCc1cccc2ccccc12	0.6	-1	0.3	0
COC(=O)c1ccccc1NC(=O)c1c(Cl)ccc(Cl)c1OC	-0.6	-2	0.3	10
COc1ccc(-c2nc(Nc3ccc(Oc4ccccc4)cc3)c3ncn(CCN4CCCC4=O)c3n2)cc1	0.4	11	0.0	5
COc1ccccc1-c1ocnc1C(=O)Nc1cccnc1	0.9	1	-0.1	2
O=c1ccn(C2CCCO2)c(=O)n1Cc1ccccc1F (centres undefined)	-0.9	-2	0.3	-174
O=C(N/N=C/c1ccc(O)cc1)c1cccc(N/N=C/c2ccc(O)cc2)c1	-3.9	-3	-0.1	1
O=C1CCCC2=C1C(c1ccccc1Cl)NC(=S)N2 (centres undefined)	1.5	15	-0.1	2
COc1ccc(OCC(=O)Nn2cnnc2)cc1	-0.2	9	1.1	8
COc1cc(NC(=S)NCCO)cc(OC)c1	3.7	3	0.7	15
Cc1ccc(NC(=O)COc2cccc3ccc(N4CCOCC4)nc23)cc1Cl	1.0	1	0.0	2
CCOC(=O)c1c(NC(=O)C(C)Sc2nnc(CNC(=O)c3cc(OC)cc(OC)c3)n2Cc2ccccc2)sc2c1CCC2 (centres undefined)	-0.6	-11	-0.1	-8
CC(=O)c1cc(F)cc(CCl)c1O	0.0	4	0.0	13
CC1=C(C(=O)N2CCOCC2)C(c2ccccc2F)C2=C(CCCC2=O)N1 (centres undefined)	1.2	8	-0.3	1
CCOC(=O)C1=C(CC)NC2=C(C(=O)CCC2)C1c1ccc(Br)cc1 (centres undefined)	-0.2	-2	0.5	-3
Cc1nnc(N/N=C/c2cc(Br)cc(Br)c2O)[nH]c1=O	2.5	-2	-0.6	3
COc1ccc2[nH]c(=O)c(CN(C(C)=O)c3ccccc3)cc2c1	0.0	4	0.0	4
COc1cc(-c2oc3cc(O)cc(O)c3c(=O)c2O[C@@H]2O[C@H](CO)[C@@H](O)[C@H](O)[C@H]2O)cc(OC)c1O	4.5	4	0.1	-8
FC(F)(F)c1ccc(Cn2cnc3c(NCc4cccnc4)nc(N4CCC(N5CCOCC5)CC4)nc32)cc1	1.6	-1	-0.2	7
COC(=O)C(CC(C)=O)c1c[nH]c2ccccc12 (centres undefined)	-0.4	0	-0.1	1
NC(=O)CSc1ccc(-c2ccc(Cl)cc2)nn1	-4.8	-21	0.4	2
Oc1ccc(-c2cnc3ccccc3n2)cc1	-10	52*	-0.1	-6
N/C(=N\N=C\c1ccc2c(c1)OCO2)SC1CC(=O)N(c2ccc(C(=O)O)cc2)C1=O (centres undefined)	0.9	6	0.2	15
O=C(NCc1ccc(F)cc1)c1nn2c(c1Cl)NC(c1ccc(Cl)cc1)CC2C(F)(F)F (centres undefined)	1.2	7	0.1	4
CCOC(=O)C1=C(C)NC2=C(C(=O)CCC2)C1c1cc2c(cc1Br)OCO2 (centres undefined)	-0.3	11	-0.1	2
CCOC(=O)C(=O)N1c2ccccc2CCc2ccccc21	0.3	-2	-0.1	-7
O=C1CC(C(=O)Nc2cccc(Cl)c2)SC(=Nc2ccccc2)N1 (centres undefined)	0.1	2	-0.1	-14
CCCc1[nH]nc2c1C(c1ccc(Cl)c(Cl)c1)C(C#N)=C(N)O2 (centres undefined)	1.4	-4	0.1	0
COCCOc1cc(-c2cn[nH]c2)ccc1NC(=O)[C@H]1Cc2cc(OC)ccc2CN1	-2.2	-1	0.1	18
COc1ccc(C(=O)N/N=C/C(C)c2ccccc2)cc1OC (centres undefined)	-0.7	17	-0.1	-2
COC(=O)c1c(NC(=O)CCC(=O)O)sc2c1CCC2	3.3	-7	0.2	8
O=C(NCCN1CCN(c2ccccc2F)CC1)c1coc(=O)c2ccccc12	1.9	-6	0.0	-8
C/C(=N\Nc1cccc([N+](=O)[O-])c1)c1ccccn1	-1.2	-36	-0.2	-11
C[C@@H]1CN(Cc2ccc(C(=O)NC3c4ccccc4-c4ccccc43)c(=O)[nH]2)C[C@H](C)O1	0.6	-1	-0.1	-3
CCN(Cc1ccccc1)C(=O)c1cc(S(=O)(=O)N2CCOCC2)cn1C	-0.6	13	0.6	-1
CCOc1ccc(C(c2c(C)[nH]n(-c3ccccc3)c2=O)c2c(C)[nH]n(-c3ccccc3)c2=O)c(OCC)c1	-0.2	-6	-0.2	-1
CC(C(=O)c1ccc(-c2ccccc2)cc1)[n+]1ccccc1 (centres undefined)	0.3	18	-0.2	-10
O=C(Nc1ccccc1)N(Cc1cccs1)C1CCCC1	0.0	4	0.1	-18
